# Bioassay records: PubChem BioAssay, National Center for Advancing Translational Sciences (NCATS)
# Giardia killer – Giardia lamblia killing; activity change, % at 7.66 µM, hits read low; actives 0.15% (n = 340,000); Giardia lamblia trophozoite viability; AID 540267; in the data active = activity change below about -80%; inconclusive = between about -30% and that limit;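 also: parasites exposed to compound for two days anaerobically before the ATP read; % is scaled to controls: 0 for no effect and ±100 for the full control effect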
#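 Viability, read as ATP luminescence: trophozoites at 100 cells/well, compound added, 48 hrs anaerobic at 37 deg C, then 15-30 min room-temperature development before reading.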
# S-ASM inh – inhibitors of human secretory acid sphingomyelinase; P17405; placental ASM, HMU-PC fluorogenic substrate, 60 min; Potency, µM (highest dose often 57.5 µM), without a hit: top-dose activity change, negative = inhibition, usual class: inhibitors; actives 0.006% (n = 340,000); AID 504937; also: potency is read from the fitted curve at half-maximal effect
#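 Human placenta-derived ASM preincubated with compound 10 min at room temperature, then reacted with 9 uM (final) fluorogenic HMU-PC substrate for 60 min at 37 C. Stop solution raises pH to 10; fluorescence read at Ex 386/Em 447 nm.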
# Tb PFK block – blocks T. brucei phosphofructokinase; O15648; T. brucei PFK, ADP-Glo luminescence; Potency, µM (titrated, usually from 57.5 µM), without a hit: top-dose activity, negative = inhibition, actives largely listed as inhibitors; actives 0.17% (n = 330,000);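 also: potency is read from the fitted curve at half-maximal effect; 0% = uninhibited 1x PFK enzyme wells and -100% = no-enzyme wells; nearly all actives have a fitted effect of over 60% in size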
#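 PFK 1.25 nM, F6P 0.5 mM, ATP 0.1 mM, 0.1 M TEA pH 8.0, 5 mM MgCl2, 0.01% Tween20, 0.1% BSA; 45 min RT. ADP-Glo readout. qHTS titration up to 57 uM; curves fitted, compounds curve-classed.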
# GALK inhibitor – blocks human galactokinase activity; P51570; Purified GALK, Kinase-Glo residual ATP luminescence; Potency, µM (highest dose often 57.5 µM), for inactives: at the top dose activity change, negative = inhibition, most hits filed as inhibitors; actives 0.007% (n = 270,000); also: potency is read from the fitted curve at half-maximal effect; % is scaled to controls: 0 for no effect and ±100 for the full control effect
# Target sequence (P51570 whole entry, looked up): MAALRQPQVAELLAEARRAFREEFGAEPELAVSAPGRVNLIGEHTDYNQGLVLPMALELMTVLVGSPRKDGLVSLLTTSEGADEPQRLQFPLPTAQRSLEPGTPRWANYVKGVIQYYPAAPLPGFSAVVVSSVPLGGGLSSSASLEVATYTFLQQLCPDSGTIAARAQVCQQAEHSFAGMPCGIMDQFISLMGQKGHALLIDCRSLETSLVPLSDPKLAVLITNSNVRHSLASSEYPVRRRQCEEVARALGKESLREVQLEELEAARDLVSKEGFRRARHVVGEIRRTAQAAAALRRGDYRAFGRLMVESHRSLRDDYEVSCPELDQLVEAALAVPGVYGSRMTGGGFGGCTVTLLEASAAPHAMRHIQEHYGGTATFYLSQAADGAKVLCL
#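 Human GALK (5 nM) with 35 uM ATP and 100 uM galactose in 20 mM HEPES pH 8.0, 5 mM MgCl2, 60 mM NaCl, 1 mM DTT, 0.01% BSA. After 1 h at room temperature, leftover ATP was read by Kinase-Glo Plus luminescence.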
# BCR signal inh – blocks chronic active B-cell receptor signaling; ABC-DLBCL IkBa-CBG/CBR reporter, luminescence ratio, 4 h; Potency, µM (doses to about 46.1 µM), without a hit: top-dose ratio change, negative = lower green/red ratio, actives largely listed as inhibitors; actives 0.05% (n = 340,000); AID 493014; active = well fitted inhibition curve with a large enough effect in the signal ratio, with a control signal flat, not every such curve was filed as active; inconclusive = small, poorly fitted or top-dose-only effect, or effect the other way, or a change in a side signal; the % refers to the signal ratio;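 also: potency is read from the fitted curve at half-maximal effect; plate controls were basal doxycycline-induced cells for no effect and cells given 10 µM MG132 for full effect; MG132 reads +100%, hits lower the ratio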
#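 TMD8 human ABC-DLBCL cells with doxycycline-inducible IκBα–green luciferase fusion and unfused red luciferase, in 0.5% FBS medium; compounds up to 46 uM, 4 h at 37C. Green/red luminescence ratio, filter-overlap corrected, fitted to concentration-response curves.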
# PTAP TSG101 blk – blocks PTAP/TSG101 interaction to inhibit HIV-1 budding; Q99816; Fluorescence polarization, FITC-PTAP peptide / Tsg101 binding; Potency, µM (titrated, usually from 115 µM), without a hit: at the top dose activity change, negative = inhibition, most hits filed as inhibitors; 340,000 tested, under 10 active; AID 493005; active = well fitted inhibition curve with a large enough effect in the main read-out, with a control signal flat, not every such curve was filed as active; inconclusive = small, poorly fitted or top-dose-only effect, or effect the other way, or a change in a side signal; inactive = no such curve, though single readings can be large or run the other way; also: potency is read from the fitted curve at half-maximal effect; % of control where 0% means no effect
#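 Tsg101 binding domain (10 uM final) was mixed with compound and a FITC-labeled PTAP peptide (50 nM final) in HEPES pH 7.5 buffer with NaCl, Tween 20, EDTA and TCEP; fluorescence polarization was read after 20 min at r.t.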
# Coupling enz – inhibits coupling enzyme system, counter-screen for aldolase hits; coupling enzyme system counterscreen, AmpLite Red fluorescence; activity change, negative = inhibition, % at 58.2 µM, hits read low; actives 0.67% (n = 290,000); AID 2472; in the data active = activity change below about -30%; also: % is scaled to controls: 0 for no effect and ±100 for the full control effect
#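 First, compound is pin-transferred into glyceraldehyde-3-phosphate coupling-enzyme reagent at 57.5 uM final and held 10 min at RT. Next, substrate, coupling system and AmpLite Red are added. After 20 min RT, fluorescence (525/598 nm) is read.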
# a7 integrin act – integrin-mediated muscular dystrophy alleviation activation | actives 0.064% (n = 350,000) | Potency, µM (titrated, usually from 38.3 µM), for the others: at the highest dose activation, most hits filed as activators | AID 624291 | alpha7betagal myoblasts, beta-gal FDG fluorescence, 48 h;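 also: potency is read from the fitted curve at half-maximal effect; 100% = response of the positive control SU9516; nearly all actives have a fitted effect of over 60% in size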
#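 Alpha7betagal+/- myoblasts (passage 13) were plated 16-24 hr, then exposed to compounds (1:260 dilution of DMSO stock) for 48 hours at 37C. After MPER lysis, β-galactosidase reporter activity was read as FDG fluorescence (ex 480/em 540) after 30 minutes.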
# B2AR arrestin – agonists driving beta-arrestin recruitment to human beta2-adrenergic receptor; P07550; Potency, µM (titrated, usually from 46.1 µM), for inactives: at the top dose activation, most hits filed as activators; beta-arrestin recruitment to beta2AR, cell-based reporter; actives 0.02% (n = 330,000);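 also: potency is read from the fitted curve at half-maximal effect; 0% = DMSO controls and full agonism = EC100 isoproterenol or metaproterenol; nearly all actives have a fitted effect of over 65% in size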
# Menin MLL FP TR – displaces Texas Red mutant MLL peptide from human menin | O00255 | Menin + Texas Red MLL mutant peptide, fluorescence polarization | Potency, µM (series often up to 61.6 µM), for inactives: top-dose FP activity change, negative = inhibition, usual class: inhibitors | actives 0.23% (n = 270,000); active = well fitted inhibition curve with a large enough effect in the polarisation, with a control signal flat, not every such curve was filed as active; inconclusive = small, poorly fitted or top-dose-only effect, or effect the other way, or a change in a side signal; inactive = no such curve, though single readings can be large or run the other way; the % refers to the polarisation; also: potency is read from the fitted curve at half-maximal effect; % of control where 0% means no effect; many of its hits are not listed in these tables
# PKM2 act – activators of human pyruvate kinase M2. P14618. purified PKM2, Kinase-Glo ATP luminescence, activation; response scale: 0% is enzyme alone, no compound. Potency, µM (doses to about 57.5 µM), for inactives: top-dose activation, usual class: activators. actives 0.34% (n = 260,000). AID 1631; also: potency is read from the fitted curve at half-maximal effect; % is scaled to controls: 0 for no effect and ±100 for the full control effect; nearly all actives have a fitted effect of over 55% in size
# Target sequence (P14618 whole entry, looked up): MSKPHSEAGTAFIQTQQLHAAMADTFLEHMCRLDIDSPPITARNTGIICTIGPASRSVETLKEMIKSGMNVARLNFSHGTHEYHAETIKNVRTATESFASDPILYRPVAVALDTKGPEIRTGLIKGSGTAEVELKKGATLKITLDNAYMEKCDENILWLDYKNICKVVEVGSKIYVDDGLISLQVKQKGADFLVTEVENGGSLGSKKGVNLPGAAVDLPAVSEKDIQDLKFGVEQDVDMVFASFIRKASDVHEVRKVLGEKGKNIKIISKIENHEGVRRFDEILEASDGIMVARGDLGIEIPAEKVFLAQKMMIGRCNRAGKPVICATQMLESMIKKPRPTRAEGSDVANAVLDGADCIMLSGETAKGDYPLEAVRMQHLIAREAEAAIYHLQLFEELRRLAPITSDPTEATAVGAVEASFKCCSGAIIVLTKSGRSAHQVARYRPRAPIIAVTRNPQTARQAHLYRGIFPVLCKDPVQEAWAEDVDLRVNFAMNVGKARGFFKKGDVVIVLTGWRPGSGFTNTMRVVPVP
#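 hPK-M2, >95% pure; 0.1 mM ADP / 0.5 mM PEP final; imidazole pH7.2 buffer w/ 7 mM MgCl2, 50 mM KCl; 1 h RT; Kinase-Glo lum. Intermediate enzyme activity for dual inhibitor/activator qHTS.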
# * marks the source's active call; other numbers are inactive results; u = inconclusive; x = no result given; [ ] = remark or other dose. Unless noted, calls follow the shape of the dose curve; as a rule, active = well fitted curve in the direction sought with a large enough effect; inconclusive = small, poorly fitted or top-dose-only effect, or another doubt; inactive = no such curve, though single readings can be large; an effect the other way counts as inactive or inconclusive.
SMILES,Giardia killer,S-ASM inh,Tb PFK block,GALK inhibitor,BCR signal inh,PTAP TSG101 blk,Coupling enz,a7 integrin act,B2AR arrestin,Menin MLL FP TR,PKM2 act
COc1ccc(NC(=O)c2ccc(-c3ccccc3)cc2)cc1NS(=O)(=O)c1ccc(F)cc1,-11,-4%,-1%,1%,1%,0%,-5,-13%,-1.0%,0%,1%
COc1ccc(/C=C/C(=O)OCCCN(C)C)cc1,10,5%,0%,2%,-3%,-1%,2,0%,-0.1%,-9%,1%
O=C(Oc1cccc2c(OC(=O)N3CCOCC3)cccc12)N1CCOCC1,-12,-2%,-3%,0%,7%,-10%,-2,-2%,-0.2%,3%,-3%
O=C(NCC1CCCCC1)c1cccc([N+](=O)[O-])c1,5,1%,-1%,8%,-3%,5%,2,1%,0.0%,12%,-1%[11.5 µM]
O=C(Nc1nccs1)c1cccc(NC(=O)C(F)(F)F)c1,18,-4%,-3%,0%,u,-3%,-2,7%,-0.9%,x,-2%
COc1cc2c(=O)n(Cc3ccccc3)c(=O)n(CC(=O)C(C)(C)C)c2cc1OC,-17,2%,0%,2%,9%,-1%,2,12%,-0.6%,x,7%
c1ccc2c(NC3=NCCCCS3)cccc2c1,27,-1%,-1%,1%,u,1%,2,19%,-0.4%,1%,0%
COc1ccccc1/C=C/C(=O)Nc1cccc(S(=O)(=O)N2CCOCC2)c1,5,-8%,-5%,x,0%,0%,x,2%,-0.2%,x,x
O=C(COC(=O)C1=COCCO1)Nc1c(F)cccc1F,20,-2%,4%,x,-1%,-7%,x,u,0.0%,x,x
Cc1cccc(NC(=O)c2cc(NC(=O)CCCC(=O)O)ccc2Cl)n1,8,8%,-3%,0%,u,-8%,3,-3%[7.66 µM],-0.2%,3%,-1%
C=CCn1c(=O)c(C(=O)NCc2ccc3c(c2)OCO3)c(O)c2ccccc21,6,1%,4%,-1%,-1%,-5%,-3,-50%[inhibitor],-0.1%,41%[activator],x
O=C(c1ccccc1)N1CCN(c2ccc([N+](=O)[O-])cc2-n2cccc2)CC1,-1,-14%,-3%,x,u,-5%,4,14%,-0.1%,x,-2%
Cc1ccc(N(CC(=O)N2CCCCC2)S(=O)(=O)c2ccc(C)cc2)cc1,3,0%,-7%,4%,2%,-1%,3,-8%,-0.1%,-19%,2%
CC(SC1=NCCN1S(C)(=O)=O)c1ccccc1 (stereo not drawn),39[activator],4%,0%,-3%,-2%,-7%,x,10%,-0.5%,x,x
CCOC(=O)NC1(Nc2ccc(Cl)cn2)Oc2ccccc2O1,x,x,u,4%,u,x,-9,x,-0.2%,13%,10%
N#CC(c1ccccc1F)(c1ncc(C(F)(F)F)cc1Cl)N1CCOCC1 (stereo not drawn),7,74%,0%,1%,-8%,1%,1,0%[7.66 µM],-0.3%,x,3%
O=C(NC1CCS(=O)(=O)C1)c1cc(-c2ccccc2)nc2ccccc12 (stereo not drawn),-2,9%,-3%,0%,u,-1%,2,1%,0.0%,22%,-2%
CC(C)(C)OC(=O)N1CCC[C@H]1c1nnc(SCc2ccc(Cl)cc2)o1,10,2%,1%,-2%,2%,-3%,3,-2%,-0.8%,x,-1%
CN(C)CCCO[C@@H]1[C@H]2OC(C)(C)O[C@H]2O[C@@H]1[C@H](O)CO,-17,-2%,-12%,x,1%,-2%,x,x,-0.3%,x,x
COc1cc(/C=N/NC(=S)Nc2cccnc2)cc(OC)c1OC,-24,-4%,1%,0%,u,-10%,0,-4%,u,0%,1%
CCCn1c(=N)c(C#N)cc2c(=O)n3ccccc3nc21,29,54%[activator],-4%,x,2%,11%,1,-12%,0.2%,13%,-6%
CC(C)(C)c1ccc(OCCON2C(=O)CCC2=O)c(Cl)c1,-8,1%,0%,1%,-21%,-5%,-2,5%,-0.7%,-5%,3%
Cc1ccc2[nH]cc(CCNC(=O)c3cccs3)c2c1,24,2%,-28%,3%,-7%,-3%,-1,-26%,0.3%,26%,x
O=C(O)c1ccc(NS(=O)(=O)c2cccc3cccnc23)cc1,-5,-5%,0%,1%,7%,-2%,14,21%,-0.1%,11%,15%
COc1ccccc1NS(=O)(=O)c1ccc2nc(CCl)[nH]c2c1,18,25%,-1%,6%,-7%,-4%,-1,12%,0.2%,22%,5%
SMILES,Giardia killer,S-ASM inh,Tb PFK block,GALK inhibitor,BCR signal inh,PTAP TSG101 blk,Coupling enz,a7 integrin act,B2AR arrestin,Menin MLL FP TR,PKM2 act
COc1ccccc1N1CCN(C(=O)CN2C(=O)c3cccc4cccc(c34)C2=O)CC1,-4,-1%,-4%,0%,1%,-1%,1,-17%,-0.4%,-3%,-2%
CCC(CC)C(=O)Oc1c(Sc2ccccc2[N+](=O)[O-])c(C)nn1C(C)(C)C,-6,-7%,-3%,0%,u,-3%,2,-37%,0.1%,-3%,-17%
Cc1ccc(S(=O)(=O)/N=c2\ccc(Cl)cn2C(F)F)cc1,6,2%,0%,-2%,u,-2%,1,67%,0.2%,1%,25µM*
CC1CCCN(C(=O)C2CCN(S(=O)(=O)c3cccc4nsnc34)CC2)C1 (stereo not drawn),14,5%,0%,0%,2%,-7%,4,3%,0.3%,1%,0%
Cc1ccccc1NC(=O)N1CCNC(=O)C1CC(=O)Nc1cc(Cl)ccc1Cl (stereo not drawn),5,4%,1%,-2%,-4%,-1%,x,15%,0.4%,x,1%
Cc1sc2ncnc(NCC3COc4ccccc4O3)c2c1C (stereo not drawn),3,-2%,-7%,0%,0%,-4%,3,-18%,-0.4%,-2%,3%
Cc1c(S(=O)(=O)N2CCN(C(=O)c3ccco3)CC2)c(=O)n(C)c(=O)n1C,-12,5%,-3%,0%,-1%,-3%,2,11%,-0.1%,-1%,-1%
O=C(Nc1ccccc1Cl)c1csc(-c2cccnc2)n1,5,-1%,-5%,-3%,u,1%,0,3%,-0.3%,x,-2%
CC(C)CCn1cnc2c(c1=O)c1nc3ccccc3nc1n2Cc1ccc2c(c1)OCO2,5,61%[activator],0%,-1%,2%,-3%,3,22%,-0.7%,-15%,-2%
COc1cc(OC)c(NS(=O)(=O)c2cc(C(=O)OCC(=O)NCC3CCCO3)ccc2OC)cc1Cl (stereo not drawn),11,0%,1%,11%,-3%,1%,0,-7%,-0.4%,1%,11%
Cc1ccc(NNc2c(C)nc3ccccc3nc2=O)cc1,-15,-3%,-2%,0%,1%,0%,0,u,-0.1%,u,-1%
Cc1ccc(/C=N/NC(=O)C2(C)CC2(Br)Br)cc1 (stereo not drawn),-6,2%,1%,2%,0%,-1%,3,6%,-0.5%,-2%,1%
Brc1ccc(-c2ncc(-c3ccccc3)cn2)cc1,11,-3%,4%,0%,u,-4%,8,12%,-0.2%,6%,-5%
O=C(c1ccc(OCc2cn3ccccc3n2)cc1)N1CCN(S(=O)(=O)c2ccccc2F)CC1,4,0%,-7%,x,-16%,0%,x,-20%,-0.5%,x,x
CC1(C(=O)Nc2ccc3c(c2)OCCO3)CC1(Cl)Cl (stereo not drawn),-24,2%,-3%,-2%,-1%,0%,x,u,-0.4%,x,0%
CCCn1nc(Oc2nc(SC)nc(N(C)C)n2)ccc1=O,5,-2%,-4%,4%,u,-5%,5,2%,0.0%,-3%,1%
CCC(C(=O)OCC(=O)N1CCN(S(=O)(=O)c2ccc(C)cc2C)CC1)c1ccccc1 (stereo not drawn),-15,-1%,1%,x,u,-3%,x,-9%,0.3%,x,x
COc1ccc(CCNC(=O)C2CCN(S(=O)(=O)N3CCCCC3)CC2)cc1OC,-7,4%,5%,-1%,2%,-5%,1,-19%,0.3%,11%,0%
CCOc1ccc(/C=C/C(=O)CCC(=O)O)cc1,-19,-1%,-3%,0%,2%,2%,4,-14%,7.4%,22%,-7%
O=C(N/N=C/C=C/c1ccccc1)c1cccs1,12,1%,-3%,-1%,u,-2%,-1,29%,0.2%,29%,4%
CCOCCn1c(SCc2ccccc2)nc2c1c(=O)[nH]c(=O)n2C,2,2%,1%,2%,-4%,5%,4,19%,-1.0%,x,-3%
CC(C)C(C(=O)Nc1ccncc1)c1ccc(Cl)cc1 (stereo not drawn),8,10%,-8%,1%,-12%,-4%,x,36%,-0.3%,x,-4%
CCn1nnc(NC(=O)C(C)Oc2ccc(Cl)cc2Cl)n1 (stereo not drawn),-25,3%,1%,7%,-9%,-1%,1,3%,1.7%,-2%,17%

# An excerpt (hit frequency here may not be typical).
